# Bioassay records (PubChem)
# RAD54 inh = inhibitors of human RAD54 branch migration; RAD54 Holliday junction branch migration, FAM/BHQ fluorescence; 360,000 tested, 0.14% active; Q92698; inhibition, % at 10.4 µM;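 active = mean normalized replicate activity at least 40 and at least half of replicates scoring 40 or more; inconclusive = only one of the two criteria met; inactive = mean below 40 and under half of replicates reaching 40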;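 also: 0% = median of neutral control wells and 100% = median of positive control wells; inhibitors cause a drop in the FAM fluorescence signal; in these data hits start at about 50%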
# F508del corr = CFTR F508del correction in bronchial cells; CFBE cells, YFP halide quenching; stimulated with forskolin plus potentiator P3; % fluorescence drop versus neutral controls; activity (quench increase), % at 7.58 µM; 350,000 tested, 0.36% active;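 active = mean added fluorescence quench of at least 8% versus neutral control, with both replicates also reaching 8%; inconclusive = only one of the mean or replicate conditions met; inactive = mean below 8% and not both replicates reaching 8%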;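 also: cells transiently co-express mutant CFTR-F508del with the halide-sensitive YFP; corrector assay measuring rescue of mutant channel to the surface after 24 h compound exposure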
# Casp6 inh = inhibitors of human caspase-6. P55212. purified caspase-6, Z-VEID-R110 cleavage fluorescence. inhibition, % at 12.5 µM. 350,000 tested, 0.53% active. AID 686996;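 active = mean inhibition across replicates at least about 35%, with every replicate also reaching that limit, limit read from the data; inconclusive = only one of the two criteria met; inactive = neither criterion met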;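 also: 0% = median of neutral control wells and 100% = no fluorescence left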
# Target sequence (P55212 24-179 limits assumed): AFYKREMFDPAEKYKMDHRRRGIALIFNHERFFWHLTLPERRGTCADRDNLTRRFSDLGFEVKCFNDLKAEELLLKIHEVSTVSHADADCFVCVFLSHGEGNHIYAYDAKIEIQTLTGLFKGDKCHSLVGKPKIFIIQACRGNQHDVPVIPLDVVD
# Target sequence (P55212 194-293 limits assumed): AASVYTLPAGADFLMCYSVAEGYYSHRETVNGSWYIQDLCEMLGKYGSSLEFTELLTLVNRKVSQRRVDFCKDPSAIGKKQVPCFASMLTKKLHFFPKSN
# DENV2 CPE = inhibitors of DENV2 cytopathic effect; DENV2-infected cells, cytopathic effect rescue, plate reader; CPE inhibition, % at 9.99 µM; 350,000 tested, 1.7% active; in the data active = CPE inhibition above about 20%, passing the limit was not always enough; inconclusive = no clear call, values can overlap the other calls; tested in BHK-21 cells;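 also: 0% = median of neutral control wells and 100% = median of positive control wells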
# XiGFP reactiv = activators of X-chromosome reactivation in mouse fibroblasts; XiGFP mouse fibroblasts, % GFP-positive cells imaging, 3 d; cells co-treated with 5-aza-dC sensitizer; scaled so ellipticine positive control = 100%; activation, % at 7.58 µM; 360,000 tested, 0.055% active;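 active = mean normalized replicate activation at least 10% and every replicate at or above 10%; inconclusive = only one of the two criteria met; inactive = mean below 10% and not all replicates reach 10%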;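 also: 0% = median of on-plate neutral control wells and 100% = ellipticine 6 µM median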
#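 System: 68-5-11 XiGFP fibroblast line; Timing: 3 days compound exposure; Compound dosing: one concentration, pinned; Benchmarks: positive control ellipticine, 6 µM final; Buffer or medium: DMEM containing 5-aza-dC.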
# INS-1E GSIS act = primary screen for activators of insulin secretion dependent on glucose, INS-1E cells, GLuc reporter luminescence. INS-1E GLuc reporter insulin secretion, 2-3 h. 370,000 tested, 0.61% active. activation, % at 16.6 µM;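 active = lowest replicate activation of at least 40%, so every replicate reaches that level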;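 also: 0% = median of neutral control wells and 100% = median of IBMX positive control wells; some compounds called inactive have numbers as strong as hits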
# E-sel inducer = E-selectin induction on HUVECs | P16581 | HUVEC E-selectin immunofluorescence imaging; normalized: neutral wells 0, TNF-alpha wells 100 | activation, % at 7.58 µM | 260,000 tested, 0.37% active | AID 686992;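 active = mean E-selectin-positive cell signal at least 10% of the positive control, reached in at least 60% of replicates, without over 20% cell loss; inconclusive = no rule given, readout overlaps actives, possibly toxicity-flagged; inactive = the rest, including those meeting only one limit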;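 also: in these data hits start at about 27%; measured in HUVEC primary endothelial cells; signal is the percent of cells scored E-selectin positive by PE staining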
# Target sequence (P16581 whole entry, looked up): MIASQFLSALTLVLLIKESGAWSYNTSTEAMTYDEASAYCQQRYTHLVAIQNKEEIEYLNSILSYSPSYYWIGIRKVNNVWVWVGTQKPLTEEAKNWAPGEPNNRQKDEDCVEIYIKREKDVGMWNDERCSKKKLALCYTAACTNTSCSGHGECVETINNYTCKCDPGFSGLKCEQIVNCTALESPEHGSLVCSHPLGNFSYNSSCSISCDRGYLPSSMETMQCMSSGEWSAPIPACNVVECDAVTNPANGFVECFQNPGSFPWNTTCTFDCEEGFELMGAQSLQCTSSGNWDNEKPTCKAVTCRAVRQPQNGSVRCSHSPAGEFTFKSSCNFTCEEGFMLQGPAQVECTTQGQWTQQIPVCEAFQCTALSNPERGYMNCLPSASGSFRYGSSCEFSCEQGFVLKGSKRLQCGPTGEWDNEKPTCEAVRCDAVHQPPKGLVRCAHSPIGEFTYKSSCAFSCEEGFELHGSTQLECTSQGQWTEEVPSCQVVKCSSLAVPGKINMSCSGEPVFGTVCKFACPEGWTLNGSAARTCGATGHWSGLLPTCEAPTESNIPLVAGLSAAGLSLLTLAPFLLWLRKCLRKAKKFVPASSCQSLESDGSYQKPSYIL
#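 System: HUVEC, human umbilical vein endothelial cells; quantity: 3,000 cells/well; buffer or medium: EGM-2 medium, gelatin-coated wells; dosing: single-point compound dose; detection: immunofluorescence imaging; evaluation: % PE-positive cells; benchmarks: TNF-alpha, DMSO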
# RAD52 anneal inh = RAD52 (human) annealing inhibition; recombinant RAD52 DNA annealing, FRET fluorescence; inhibition, % at 18.7 µM; 360,000 tested, 0.46% active; AID 651710;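 active = every replicate showing at least 50% inhibition; inconclusive = mean inhibition at least 50% but not in every replicate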
# * marks the source's active call; other numbers are inactive results; ? = inconclusive; . = no result given; & = joins results of further samples.
SMILES,RAD54 inh,F508del corr,Casp6 inh,DENV2 CPE,XiGFP reactiv,INS-1E GSIS act,E-sel inducer,RAD52 anneal inh
Cc1csc(NC(=O)CCc2c(C)nc3cc(-c4ccc(Cl)cc4)nn3c2C)n1,0,0.2,-1,-5,0.4,.,-0.2,-8
Cc1cn([C@H]2C[C@H](O)[C@@H](CCC(=O)NCc3ccco3)O2)c(=O)[nH]c1=O,-8,1.5,12,-4,0.0,0,-2.2,-14
C[C@@H]1CCCCO[C@@H](CN(C)C(=O)Nc2ccccc2)[C@@H](C)CN([C@H](C)CO)C(=O)c2cc(NC(=O)Nc3ccc4c(c3)OCO4)ccc2O1,-4,1.2,2,-1,0.3,5,0.2,12
O=C(CN1CCCCC1)Nc1cc(Cl)ccc1Oc1ccccc1,.,2.5,1,6,0.3,-16,1.9,-9
O=C(Cc1ccc(-n2c(=O)c3sccc3n(CC(=O)Nc3ccccc3)c2=O)cc1)NCc1ccco1,.,-8.0,-3,.,0.0,4,4.0,-15
CCN(CC(=O)Nc1cccc(OC)c1)C(=O)C1CC(=O)N(Cc2ccccc2Cl)C1 (centres undefined),3,1.7,3,-4,-0.1,7,0.8,17
Cc1cc(C(=O)CSc2nc(N)cc(N)n2)c(C)n1-c1cccc(F)c1,-9,3.6,2,5,-0.1,.,.,-19
C[C@@H]1CN([C@@H](C)CO)C(=O)CCCn2nncc2CO[C@@H]1CN(C)S(=O)(=O)c1ccc(C#N)cc1,-4,1.3&-2.1,-7&3,11&-7,0.0&-0.6,-3&8,0.1&0.0,9&2
COc1ccc2c3c([nH]c2c1)[C@H](CO)N(C(=O)CN1CCOCC1)CC31CN(C(C)=O)C1,.,-2.7,2,5,0.3,27,0.1,-5
NC(=S)N/N=C/c1ccc([N+](=O)[O-])cc1,5,.,-4,1,0.4,16,.,-8
Cc1ccccc1NS(=O)(=O)c1nnc(NC(=O)c2ccccc2C)s1,-2,-1.5,1,2,-0.3,.,0.2,-5
O=C(CNC1CCCCC1)Nc1cccc(C(F)(F)F)c1,-6,-3.9,2,2,0.0,-21,.,-27
CCc1ccccc1Oc1ccc(S(=O)(=O)N2CCN(C)CC2)cn1,-2,1.1,0,-6,0.2,18,.,4
CC(=O)Nc1ccccc1OCC(=O)NC(C)c1ccccc1 (centres undefined),.,0.8,0,5,0.0,-10,.,-9
CCOC(=O)C(C#N)=C1CCN(Cc2ccccc2)CC1,-8,1.6,-1,2,0.1,5,.,-51
O=C(c1ccc(NC2=NC3CS(=O)(=O)CC3S2)cc1)N1CCc2ccccc2C1 (centres undefined),-7,-0.1,0,2,0.2,-8,0.3,-7
C[C@H]1CN([C@@H](C)CO)C(=O)c2cc(NC(=O)Nc3cccc4ccccc34)ccc2O[C@@H]1CN(C)Cc1ccc(C(=O)O)cc1,1,-0.4,-2,17,-0.8,23,-8.4,7
Cc1ccccc1S(=O)(=O)NCC[C@H]1CC[C@H](NC(=O)C2CCCC2)[C@H](CO)O1,8,1.2,1,2,0.1,-14,-0.1,-3
CCN(c1ccc(NC(=O)CCc2nc3sc4c(c3c(=O)[nH]2)CCCC4)cc1)C(C)C,2,1.4,-8,0,0.0,-7,-0.1,-17
O=C(N/N=C/c1ccccc1O)C(=O)N1CCCCCC1,7,0.2,-2,2,0.1,2,.,-5
Cc1cc(Cl)ccc1OCC(=O)Nc1ccc(CN2CCOCC2)cc1,-6,2.9,-1,1,-0.1,4,-0.1,-4
COc1ccc(S(=O)(=O)N[C@H]2CC[C@H](CCn3cc(-c4cccc(F)c4)nn3)O[C@@H]2CO)cc1,-2,-1.3,.,-3,-0.5,-37,0.1,-2
COCC(=O)N1C[C@H](C)[C@@H](OC)CN(C)C(=O)c2cc(NC(=O)c3cnccn3)ccc2OC[C@@H]1C,-8,2.8,9,1,0.1,23,4.7,-1
CO[C@H]1CN(C)C(=O)c2cc(NC(=O)C3CCOCC3)ccc2OC[C@@H](C)N(CC2CC2)C[C@@H]1C,-1,2.6,0,5,-0.1,20,-0.1,-8
CCCCN(C1CCS(=O)(=O)C1)S(=O)(=O)c1ccc(C(C)C)cc1 (centres undefined),-10,1.9,-1,4,-0.1,34,0.0,-5
# More results
SMILES,RAD54 inh,F508del corr,Casp6 inh,DENV2 CPE,XiGFP reactiv,INS-1E GSIS act,E-sel inducer,RAD52 anneal inh
CSCC[C@H](NC(=O)N1CCn2c1nc1ccccc12)C(=O)NCc1ccc(C)cc1,-5,1.0,-1,15,0.0,-7,.,-12
CN(C)CC1CCC/C(=C/c2ccc(Cl)cc2)C1=O (centres undefined),.,-0.9,0,0,0.5,2,-0.2,-10
CCOc1ccc(NC(=O)CSc2nnc(CNC(=O)c3cccs3)o2)cc1,-3,2.2,-2,-8,0.1,-8,.,-9
COc1ccc(S(=O)(=O)N2CCCCC2)cc1NC(=O)CNc1ccccc1N1CCCC1=O,4,0.3,2,0,0.3,19,-0.3,-16
COc1ccccc1CN(C)C(=O)COC(=O)c1c(C)noc1C,-4,2.1,0,-1,0.1,.,0.0,-2
C[C@H](O)C#Cc1cnc2c(c1)C(=O)N([C@H](C)CO)C[C@H](C)[C@@H](CN(C)Cc1cccc(C(=O)O)c1)O2,6,1.0,-3,3,-0.1,10,0.1,-23
CCOc1cc(N2CCOCC2)c(OCC)cc1NC(=O)COC(=O)c1ccc(Cl)nc1,2,0.2,1,4,0.1,2,6.6,-4
CC(C)c1ccc(NC(=O)CCCN2C(=O)NC(C)(C)C2=O)cc1,-9,-4.1,-2,-3,0.0,-5,0.2,-11
CCOC(=O)c1nc(-c2ccc3c(c2)OCO3)[nH]c1C,3,1.0,5,?,-0.1,6,-2.2,-5
Cc1ccc(CNC(=O)C(Cc2ccccc2)NS(=O)(=O)c2cccs2)cc1 (centres undefined),-16,.,0,.,.,-34,.,-21
Cc1c(C(=O)N2CCNCC2)oc2ccccc12,2,2.1,-6,0,0.1,20,-0.2,-15
CC(C)NC(=O)Nc1ccc2c(c1)C(=O)N([C@@H](C)CO)C[C@@H](C)[C@H](CN(C)S(=O)(=O)c1ccccc1)OCCCC[C@@H](C)O2,-11,-0.6,-2,-2,-0.1,-5,-0.1,1
Cn1cnc(S(=O)(=O)N2C[C@H](O)COC[C@@H]3O[C@H](CC(=O)NC4Cc5ccccc5C4)CC[C@H]32)c1,4,-0.4,1,-2,0.1,11,-0.1,-3
COc1ccc(OC)c(NC(=O)COC(=O)c2n[nH]c3ccccc23)c1,18,6.3,1,1,1.0,-22,.,-49
Cc1cccc(CCNC(=O)C2CCN(S(=O)(=O)c3ccccc3)CC2)c1,.,1.9,-1,8,0.0,-6,.,-15
S=c1nc(NCc2cccc(Cl)c2)c2ccccc2[nH]1,4,-1.4,-2,2,0.0,-1,0.2,-16
CC(NCC(=O)Nc1ccccc1C(=O)NC1CC1)c1cccc(Cl)c1 (centres undefined),.,-0.3,-31,-3,0.0,4,1.5,-10
CCOC(=O)CNC(=O)CSc1ccc(-c2nc3ccccc3[nH]2)cn1,3,-3.1,0,?,0.3,3,.,-9
CN(C)c1ccc2c(c1)[C@@H]1C[C@@H](CC(=O)NCc3ccccc3)O[C@H](CO)[C@@H]1O2,0,2.5,-2,3,0.2,-11,-0.2,-159
Cc1cccc(C(C)C)c1NC(=O)COC(=O)CCC(=O)N(CC(C)C)c1c(N)n(CC(C)C)c(=O)[nH]c1=O,1,3.9,-2,9,0.0,-22,0.2,-9
COc1ccc(CN(Cc2cccn2C)S(=O)(=O)c2ccccc2)cc1,.,1.9,-1,-3,0.0,5,.,-32
CC(C)c1ccc(C(C)NC(=S)NC2CCCCC2)cc1 (centres undefined),-2,-1.4,2,8,0.0,-53,-0.3,7
COc1cccc(CC(=O)Nc2ccccc2N2CCCC2)c1,-11,1.8,-100,2,0.1,-4,-0.2,0
COc1ccc2c3c([nH]c2c1)[C@@H](CO)N(C(=O)Nc1ccc(F)cc1)CC31CN(C(=O)Nc2c(C)noc2C)C1,.,-0.4,1,2,6.3,-12,-0.2,9
N#Cc1ccccc1OCC(=O)NC(=O)NC1CCS(=O)(=O)C1 (centres undefined),0,-1.5,0,?,-0.1,-10,.,-3
# (listing goes on)
SMILES,RAD54 inh,F508del corr,Casp6 inh,DENV2 CPE,XiGFP reactiv,INS-1E GSIS act,E-sel inducer,RAD52 anneal inh
Cc1ccc(OCCSc2nc(NC(C)C)nc(NC(C)C)n2)cc1,.,2.8,-4,.,0.0,.,.,-4
C=CCn1c(SCC(=O)Nc2ccc(O)cc2)nc2sc(C)c(C)c2c1=O,14,-1.6,0,-9,0.2,-17,.,-10
O=S(=O)(Nc1nc2ccccc2nc1Cl)c1ccc(Cl)cc1,2,.,.,.,0.0,8,-1.0,.
O=C(COC(=O)c1cccc(Cl)c1)NC1CCS(=O)(=O)C1 (centres undefined),1,-0.1,-2,5,-0.1,3,.,-26
O=C(O)C1=C(C2CCCCC2)C(=O)c2ccccc21,.,-1.6,0,-5,0.1,.,-0.2,-4
C#CCOC(=O)c1csc2nnsc12,-9,.,1,.,.,32,.,-1
N#CCc1c[nH]c2ccc([N+](=O)[O-])cc12,-7,4.2,0,-4,-0.1,-9,0.3,-13
Cc1nc2c(C)cccn2c1/C(O)=C1\C(=O)C(=O)N(CCN(C)C)C1c1ccccc1 (centres undefined),.,2.2,-1,-1,0.0,14,-0.3,0
CCCn1nc2cc(C(=O)NCc3ccc(C)cc3)ccc2c1OC,0,0.0,-2,8,0.0,-32,-0.1,-9
COc1cc(OC)cc(-c2c(-c3cccs3)c3cc(-c4cc(OC)c(OC)c(OC)c4)ccc3n2C)c1,-5,-1.3,-3,14,-0.1,3,-0.1,-23
C[C@@H]1CN([C@@H](C)CO)C(=O)c2cc(C3=CCCCC3)cnc2O[C@H]1CN(C)Cc1ccccc1C(=O)O,1,0.4,1,-12,0.0,18,-0.1,19
C[C@H]1CN([C@@H](C)CO)C(=O)c2cccc(NC(=O)CCCCCC(=O)Nc3ccccc3N)c2O[C@H]1CN(C)CC1CCCCC1,.,-0.4,-1,-3,-0.6,23,3.7,4
CC(=O)N1CCc2cc(S(=O)(=O)Nc3ccc(C)cc3)ccc21,8,-1.0,0,-4,0.0,-1,-0.2,-15
O=C(Nc1cccc(S(=O)(=O)N2CCCCC2)c1)C1COc2ccccc2O1 (centres undefined),.,-1.6,-1,10,-0.1,-9,-0.4,2
CCCCn1c(-c2ccc(Br)cc2F)nc2c1c(=O)[nH]c(=O)n2CC(C)C,5,-1.4,3,4,-0.1,-19,.,-3
O=c1ccn([C@@H]2O[C@H](CNCc3cccn3-c3ccncc3)[C@@H](O)[C@H]2O)c(=O)[nH]1,4,1.6,-2,-1,0.2,4,-0.1,-11
COCCCNC(=O)Cn1ncc2ccsc2c1=O,-8,2.1,-2,1,0.0,-7,-0.1,0
O=C(O)Cc1csc(-c2ccccc2)n1,.,-1.1,-2,-1,0.0,-3,.,7
Cc1sc(NC(=S)NC(=O)c2ccco2)c(C(N)=O)c1C,.,-4.3,1,10,0.4,-1,.,-60
CCOc1ccc(-n2nnc3c(=O)n(CC(=O)NCc4ccco4)cnc32)cc1,3,6.1,3,12,-0.1,6,2.3,-19
